AI-2 QS mod: Vibrio harveyi AI-2 quorum sensing modulators, primary screen, JMH597 strain, luminescence/OD600 ratio | actives 0.4% (n = 300,000) | activity change, % at 7.5 µM | Vibrio harveyi JMH597 AI-2 luminescence/OD600 ratio, 9 h; hits give low values; strain lacks LuxN and CqsS sensors; 0 = neutral-control median; in the data active means activity change below about -75%, passing the limit was not always enough; inconclusive means no clear call, values can overlap the other calls;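 further: luminescence divided by OD600 gain over 9 h not by final OD600 alone; inactives centre near 13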
PolyA inhibitor: polyadenylation inhibitors in yeast reporter cells, primary screen, luminescence, S. cerevisiae; S. cerevisiae SKY197-pL101 polyadenylation reporter, beta-gal luminescence; efflux-impaired pdr1/pdr3 knockout yeast; score 100 = 6 SD above DMSO; actives 0.02% (n = 300,000); AID 1875, 2009; calls only at 12 µM;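 active means lowest replicate activity score at least 50, where 100 means six control SD above control mean; inconclusive means lowest score under 50 but half or more replicates reach 50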;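 further: yeast exposed to compound for 9 h at 30 °C; higher score means more reporter readthrough which indicates perturbed polyadenylation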
TRPC6 activator: mouse TRPC6 channel activators, primary screen, cell-based, HEK293, membrane potential dye | B-score at 10 µM | actives 0.13% (n = 310,000) | Short transient receptor potential channel 6 (Mus musculus), Q61143 | HEK293-TRPC6 membrane potential dye fluorescence; hits give high values;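 active means B-score of the integrated fluorescence ratio above library mean plus 3 SD, and starting fluorescence ratio within library mean plus 5 SD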;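 further: higher score means more depolarization so channel activation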
Target sequence (Q61143 whole entry, looked up): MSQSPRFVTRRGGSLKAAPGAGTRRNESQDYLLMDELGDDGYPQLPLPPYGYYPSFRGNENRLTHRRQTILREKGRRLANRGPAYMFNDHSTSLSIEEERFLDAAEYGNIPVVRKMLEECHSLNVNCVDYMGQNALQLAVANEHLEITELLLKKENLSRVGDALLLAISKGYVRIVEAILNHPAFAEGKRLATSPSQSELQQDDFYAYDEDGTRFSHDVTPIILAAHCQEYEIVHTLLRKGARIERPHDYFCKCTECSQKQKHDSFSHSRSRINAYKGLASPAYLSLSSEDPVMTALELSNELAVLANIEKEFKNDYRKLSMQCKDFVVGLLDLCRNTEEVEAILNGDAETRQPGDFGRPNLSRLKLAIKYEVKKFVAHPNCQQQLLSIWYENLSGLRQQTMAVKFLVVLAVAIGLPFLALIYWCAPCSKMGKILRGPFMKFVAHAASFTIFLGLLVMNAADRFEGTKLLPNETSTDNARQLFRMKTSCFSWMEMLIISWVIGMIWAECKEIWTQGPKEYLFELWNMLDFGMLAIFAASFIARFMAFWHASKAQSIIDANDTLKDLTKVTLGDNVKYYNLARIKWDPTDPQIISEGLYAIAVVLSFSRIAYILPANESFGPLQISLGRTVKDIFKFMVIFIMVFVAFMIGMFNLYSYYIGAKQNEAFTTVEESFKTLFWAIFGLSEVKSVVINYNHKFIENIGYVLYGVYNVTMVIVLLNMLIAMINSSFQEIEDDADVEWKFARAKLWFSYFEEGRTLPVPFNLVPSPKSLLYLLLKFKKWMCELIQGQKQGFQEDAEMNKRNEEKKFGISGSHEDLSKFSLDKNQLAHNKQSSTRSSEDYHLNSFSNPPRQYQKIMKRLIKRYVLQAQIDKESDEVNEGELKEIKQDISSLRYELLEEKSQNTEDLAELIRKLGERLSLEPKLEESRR
MrgX1 PAM: positive allosteric modulators of MrgX1, primary screen, HEK293 cells, Fluo-4 calcium flux | Mas-related G-protein coupled receptor member X1 (Homo sapiens), Q96LB2 | FDSS; hits give high values | B-score at 10 µM | actives 0.63% (n = 310,000) | AID 588675, 2011;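 active means plate-corrected calcium response at least 3 library SD above typical, normal starting fluorescence, not activating the receptor alone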;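 further: compound read alongside a low EC10 to EC30 dose of BAM8-22 agonist; peak minus trough fluorescence over baseline measured at the second addition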
MrgX1 antag: antagonists of human MrgX1 receptor, primary screen, HEK293 cells, Fluo-4 calcium flux. BAM8-22 antagonism; hits give low values. B-score at 10 µM. actives 1.3% (n = 310,000);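 active means calcium-response B-score plate-corrected more than 3 library SD below zero, starting fluorescence within 5 deviations, no agonist response on first addition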;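 further: peak minus trough fluorescence over baseline after final BAM8-22 challenge near maximal dose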
TRPC6 inh: mouse TRPC6 channel inhibitors, primary screen, cell-based, HEK293, membrane potential dye; AID 2553, 2010; Short transient receptor potential channel 6 (Mus musculus), Q61143; actives 1.1% (n = 310,000); B-score at 10 µM; ACh-evoked depolarization; hits give low values;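 active means B-score under library mean minus 3 SD, initial fluorescence not abnormally high, positive integrated signal ratio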;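 further: B-score derived from integrated fluorescence ratio over the kinetic read; more negative B-score means stronger inhibition of depolarization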
MrgX1 ag: agonists of human MrgX1 receptor, primary screen, HEK293 cells, Fluo-4 calcium flux. actives 0.44% (n = 310,000). B-score at 10 µM. Fluo-4 calcium fluorescence, agonist mode; hits give high values. Mas-related G-protein coupled receptor member X1 (Homo sapiens), Q96LB2;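 active means calcium response B-score plate-corrected fluorescence ratio at least 3 library SD, with starting fluorescence B-score inside 5 SD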
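Material: MrgX1-expressing HEK293 cells / Dosing: compound as first of three additions / Incubation: overnight seeding, then 1 h dark dye loading / Signal: Fluo-4 NW calcium fluorescence / Evaluation: B-scored fluorescence response ratio / Benchmarks: positive and negative control wells on each plate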
TRPC4 potent: positive allosteric modulators of TRPC4, primary screen, cell-based, mouse TRPC4beta, HEK293 mu-opioid, Fluo-4 calcium. B-score at 10 µM. DAMGO EC20, Fluo-4 Ca2+ flux; hits give high values. Short transient receptor potential channel 4 (Mus musculus), Q9QUQ5. actives 0.42% (n = 310,000);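 active means B-score of calcium response area above 5 SD of library B-scores, with initial fluorescence ratio within 5 SD of library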;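 further: B-score of integrated fluorescence ratio over time as area under calcium response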
TRPC4 act: activators of mouse TRPC4 channel, primary screen, Fluo4 calcium, HEK293 TRPC4beta/mu-opioid cells; actives 0.49% (n = 310,000); Fluo4 calcium fluorescence; hits give high values; B-score at 10 µM; Short transient receptor potential channel 4 (Mus musculus), Q9QUQ5;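 active means B-score above 5 SD of library B-scores, and initial fluorescence ratio not above library mean plus 5 SD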;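 further: positive B-score marks a calcium rise read as TRPC4 activation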
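Assay system: HEK293 stable line with TRPC4beta plus mu-opioid receptor; schedule: 45 min room-temperature Fluo4 loading, 110 s read; technique: kinetic Fluo4 calcium fluorescence; evaluation: integrated baseline-normalised fluorescence ratio, converted to per-well B score; controls: buffer (low) and maximal DAMGO (high)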
HIF act: HIF pathway transcriptional activators, primary screen, cell-based, U2OS HRE-luciferase, luminescence | actives 0.32% (n = 300,000) | AID 1910, 2009 | U2OS HRE-luciferase reporter; normalized: DMSO 0%, desferrioxamine 100% | activation, % at 7.5 µM (by protocol);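 active means mean activation of at least 10% of the iron chelator positive control signal, with at least half of replicates also reaching 10%; inconclusive means mean and replicate majority disagree about reaching 10%; inactive means mean and most replicates under 10%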
TRPC4 inh: inhibitors of mouse TRPC4 channel, primary screen, Fluo4 calcium, HEK293 TRPC4beta/mu-opioid cells; DAMGO-evoked Fluo4 calcium flux; hits give low values; B-score at 10 µM; Short transient receptor potential channel 4 (Mus musculus), Q9QUQ5; actives 0.39% (n = 300,000); AID 2247, 2010;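 active means B-score over 3 SD under the library average, no early fluorescence shift, positive overall ratio signal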
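Assay system: HEK293 cells with stable TRPC4beta plus mu-opioid receptor expression. Dosing: single dose. Measured by: Fluo4 Ca2+ flux fluorescence. Also added: DAMGO in two steps, submaximal then maximal. Read-out: B score from integrated Fluo4 fluorescence ratio.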
Numbers without * were called inactive; i = inactive; ? = inconclusive; / = no result given. Only part of the results is shown; count on the stated rates, not on these rows.

Molecule	AI-2 QS mod	PolyA inhibitor	TRPC6 activator	MrgX1 PAM	MrgX1 antag	TRPC6 inh	MrgX1 ag	TRPC4 potent	TRPC4 act	HIF act	TRPC4 inh
Nc1ccccc1CNc1nc(NCCO)nc2c1ncn2CCN1CCOCC1	-2	i	i	i	i	i	i	i	i	1.0	i
COc1ccc(NC(=O)CSc2ncnc3[nH]ncc23)cc1	36	i	i	i	i	i	i	i	i	?	i
CC(=O)c1c(C)oc2ccc(N(C(C)=O)S(=O)(=O)c3ccc(Cl)c([N+](=O)[O-])c3)cc12	4	i	i	i	i	i	i	i	i	-2.7	i
CCOC(=O)C1(CC2CCCCO2)CCN(S(=O)(=O)c2cc(C)cs2)CC1 (stereo not given)	4	i	i	i	i	i	i	i	i	-1.6	i
COc1ccc(CCNCC(O)Cn2c3ccccc3c3ccccc32)cc1OC (stereo not given)	4	i	i	i	i	i	i	i	i	-5.9	i
O=S(=O)(c1ccc(F)c(Cl)c1)N1CCCC1	8	i	i	i	i	i	i	i	i	-0.1	i
COc1cc(/C=C(\C#N)C(=O)Nc2cccc3ncccc23)ccc1O	11	i	i	i	i	i	i	i	i	-0.7	i
CC(=O)Nc1ccc(C(=O)NNC(=O)Cc2ccccc2)cc1	2	i	i	i	i	i	i	i	i	-0.5	i
O=C(NCc1ccc(F)cc1)c1cccs1	4	i	i	i	i	i	i	i	i	0.6	i
CCCOc1ccc(/C=N\NC(=O)CCc2n[nH]c(=O)[nH]c2=O)cc1OC	4	i	i	i	i	i	i	i	i	0.0	i
COc1ccc(C(=O)NCC(=O)N/N=C/c2cn(C)c3ccccc23)cc1OC	22	/	i	i	i	i	i	i	i	/	i
O=C(c1ccccc1F)N1CCN(c2ccc([N+](=O)[O-])c(NCc3cccnc3)c2)CC1	9	i	i	i	i	i	i	i	i	0.0	i
Cc1ccccc1S(=O)Cc1ccc(C(=O)NC2CC2)o1 (stereo not given)	9	i	i	i	i	i	i	i	i	0.2	i
Cc1ccc(N2CC(C(=O)N3CCCCCC3)CC2=O)cc1 (stereo not given)	8	i	i	i	i	i	i	i	i	0.1	i
CCN(CC)c1nc(=S)nc(NC(C)(C)C)[nH]1	25	i	i	i	i	i	i	i	i	0.1	i
Cc1cc(NC(=O)c2c(-c3ccccc3Cl)noc2C)no1	12	i	i	i	i	i	i	i	i	-0.7	i
Cc1ccc(S(=O)(=O)CCC(=O)OCC(=O)c2ccc(C)c(C)c2)cc1	12	i	i	i	i	i	i	i	i	0.3	i
CC(=O)N1CCN(C(=S)Nc2ccc(SC(F)F)cc2)CC1	19	i	i	i	i	i	i	i	i	-0.3	i
CCCc1[nH]nc2c1C(c1ccc(OC(=O)N3CCOCC3)c(OC)c1)C(C#N)=C(N)O2 (stereo not given)	7	i	i	i	i	i	i	i	i	0.5	i
Cc1nc(-c2ccc(NC(=O)c3ccccc3)cc2)cs1	25	i	i	i	i	i	i	i	i	-1.5	i
COc1ccc(CC(=O)NNC(=O)CSc2nc(C)c(C)c(=O)[nH]2)cc1	28	i	i	i	i	i	i	i	i	-0.4	i
CCN(CC)S(=O)(=O)c1ccc(S(=O)(=O)N2CCN(CCC#N)CC2)cc1	22	i	i	i	i	i	i	i	i	0.0	i
CC(=O)Nc1ccc(NC(=O)CCC(=O)Oc2ccc(C)cc2)cc1	10	i	i	i	i	i	i	i	i	-0.1	i
CCCN(CCC)S(=O)(=O)c1ccc(C(=O)Nc2c(C)n(C)n(-c3ccccc3)c2=O)cc1	8	i	i	i	i	i	i	i	i	-1.0	i
O=c1[nH]c(/C=C/c2cccnc2)c([N+](=O)[O-])c(=O)[nH]1	13	i	i	i	i	i	i	i	i	-0.1	i
Clc1ccc(OCCCCCN2CCOCC2)cc1	24	i	i	i	i	i	i	i	i	1.1	i
O=C1CC(SC2=NCCS2)C(=O)N1c1ccc(Cl)cc1 (stereo not given)	14	i	i	i	i	i	i	i	i	0.3	i
C=CCSc1nnc(-c2cc3c(-c4ccccc4)nn(C)c3s2)n1C	16	i	i	i	i	i	i	i	i	0.2	i
c1ccc(C2CNCCc3ccccc32)cc1 (stereo not given)	27	i	i	i	i	i	i	i	i	-1.3	i
CC(=O)Oc1cc(OC(C)=O)c2c(C)cc(=O)oc2c1	22	i	i	i	i	i	i	i	i	0.1	i
CC(=O)Nc1ccc(NC(=O)C(C)OC(=O)CCC(=O)c2ccc(F)cc2)cc1 (stereo not given)	14	i	i	i	i	i	i	i	i	-0.3	i
CC(C)c1ccc(C2=C(O)c3ccccc3C(=O)C2=O)cc1	7	i	i	i	i	i	i	i	i	0.0	i
O=C(N/C(=C/c1ccc(Br)cc1)c1nc2ccccc2[nH]1)c1ccco1	0	i	i	i	i	i	i	i	i	0.7	i
C/C(=N\Nc1ccc(F)cc1F)c1ccc(N2CCOCC2)cc1	22	i	i	i	i	i	i	i	i	4.4	i
N#CCC(=N)N1CCN(c2ccc(Cl)cc2)CC1	5	i	i	i	i	i	i	i	i	0.1	i
Cc1ccc(CNC(=O)C2(NC(=O)Nc3ccc(C)cc3)CCCCC2)cc1	0	i	i	i	i	i	i	i	i	-0.2	i
c1ccc(C2=NN(c3ccccc3)CC2)cc1	11	i	i	i	i	i	i	i	i	4.1	i
O=C(NOC(=O)c1ccccc1F)c1ccc(OC(F)F)cc1	44	i	i	i	i	i	i	i	i	0.2	i
COc1ccc(NC(=O)CS(=O)CC(=O)Nc2ccc(-n3cnnn3)c(C)c2)cc1 (stereo not given)	1	i	i	i	i	i	i	i	i	0.1	i
COc1ccc(CCN(C)C(=O)c2cccc(S(=O)(=O)NCc3ccccc3)c2)cc1OC	12	i	i	i	i	i	i	i	i	-0.2	i
Cc1cccc(C)c1OCc1nnc(SCC(=O)Nc2nccs2)n1-c1ccccc1	29	i	i	i	i	i	i	i	i	-0.3	i
CCCCC(=O)NC(c1ccco1)c1cc(Cl)c2cccnc2c1O (stereo not given)	-18	i	i	i	i	i	i	i	i	-0.3	i
COc1ccc2nc(Cl)c(C3CC(c4ccco4)=NN3C(=O)CCCC(=O)O)cc2c1 (stereo not given)	10	i	i	i	i	i	i	i	i	-0.2	i
c1cn2cc(CN3CCOCC3)nc2s1	-4	i	i	i	i	i	i	i	i	-0.1	i
CCC(=O)c1ccccc1OCCCCn1cncn1	2	i	i	i	i	i	i	i	i	0.0	i
Cc1ccc(S(=O)(=O)Nc2ccc(Oc3cccnc3)nc2)cc1	41	i	i	i	i	i	i	i	i	-0.3	i
O=C(NCCc1ccccc1)C(=O)NCC1OCCN1S(=O)(=O)c1ccc(Br)cc1 (stereo not given)	-3	i	i	i	i	i	i	i	i	0.1	i
COc1cccc(/C=N/N2C(=O)CSC2=S)c1O	12	i	i	i	i	i	i	i	i	-2.4	i
Cc1ccc2c(c1)C1C3CCC(C3)C1S(=O)N2 (stereo not given)	/	i	i	i	i	i	i	i	i	-0.1	i
O=C(OCc1cc(=O)n2c(n1)sc1ccccc12)c1ccc2c(=O)n3c(nc2c1)CCC3	36	i	i	i	i	i	i	i	i	0.5	i

The list continues:
Molecule	AI-2 QS mod	PolyA inhibitor	TRPC6 activator	MrgX1 PAM	MrgX1 antag	TRPC6 inh	MrgX1 ag	TRPC4 potent	TRPC4 act	HIF act	TRPC4 inh
CCn1c(SCC(=O)N2CCCc3ccccc32)nnc1-c1ccco1	23	i	i	i	i	i	i	i	i	0.0	i
CCOC(=O)C(NCc1ccccc1OC)(NC(C)=O)C(F)(F)F (stereo not given)	-6	i	i	i	i	i	i	i	i	-0.9	i
CCOc1cc(C(=O)Nc2ccc3c(c2)OCO3)ccc1OCCOc1ccccc1Cl	29	i	i	i	i	i	i	i	i	-29	i
CN(C)S(=O)(=O)c1cccc(-c2cn3cc(Cl)ccc3n2)c1	18	/	i	i	i	i	i	i	i	/	i
COc1ccccc1-n1cc(C(=O)N2CCCC(CO)(Cc3ccccc3C)C2)cn1 (stereo not given)	6	i	i	i	i	i	i	i	i	-0.1	i
Cc1c(CN2CCN(CC(C)(C)C)C(CCO)C2)[nH]c2ccccc12 (stereo not given)	9	i	i	i	i	i	i	i	i	-0.3	i
Cc1cc(N2CCN(C(=O)c3cccs3)CC2)c(F)cc1[N+](=O)[O-]	-13	i	i	i	i	i	i	i	i	1.6	i
NC1=NC[C@H](Cc2ccc(O)cc2)N1CCc1cccc(F)c1	36	i	i	i	i	i	i	i	i	-0.5	i
C/C(=N\OCc1ccc(C#N)cc1)c1ccccc1	17	i	i	i	i	i	i	i	i	4.9	i
CCOC(=O)Cc1c(C)nc2c(-c3ccc(OC)cc3)c(C)nn2c1C	6	i	i	i	i	i	i	i	i	0.2	i
COc1cccc(C(=O)Nc2ccc3nc(N4CCOCC4)cc(C)c3c2)c1	36	i	i	i	i	-5.9*	i	i	i	0.4	i
CCOC(=O)c1c(C)[nH]c(C)c1S(=O)(=O)NC1CCN(C(=O)OCC)CC1	11	i	i	i	i	i	i	i	i	-0.3	i
